Bioassay records (PubChem BioAssay)
MT stabilize HCS – stabilizes microtubules in HeLa cells | AID 2205 | 0.83% of 200,000 active | HeLa tubulin immunostaining HCS, 24 h; share of cells brighter than vehicle mean+2SD | % tubulin-high responders, % at 10 µM;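 active = plate Z-score above 3 for both tubulin-high and condensed-nucleus cell shares, with cell loss under 80%, at 10 µM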;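 also: anti alpha tubulin signal scored within the nucleus-defined area of each cell; some results filed as inactive read as strong as hits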
Autophagy mod – autophagy modulation, high-content screen; MEF GFP-LC3 puncta imaging; test concentration mostly 10 µM; calls only at 10 µM (by protocol); 0.98% of 190,000 active;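 active = percentage of spot-positive cells more than 3 SD above its plate mean, without a fluorescence outlier flag or 80% toxicity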;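 also: spot-positive cell cutoff set from DMSO-treated cells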
bCat nuc transl – modulators of beta-catenin nuclear translocation; 0.3% of 190,000 active; HeLa beta-catenin nuclear translocation, immunofluorescence imaging; nuclear translocation activity, % at 5 µM;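 active = nuclear translocation activity above 50% at 5 µM, with a well cell count of 50 or more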;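 also: per-cell ratio of nuclear to cytoplasmic median beta-catenin stain intensity; plate controls were DMSO negative control for no effect and GSK-3 inhibitor IX positive control for full effect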
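test system = HeLa cells, endogenous beta-catenin | dosing = single 5 µM dose plus 0.02–20 µM confirmation series | times = compound treatment 24 h, 37°C, 5% CO2 | technique = beta-catenin immunofluorescence imaging with DAPI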
Dynein cargo inh – dynein cargo transport inhibition | AID 1381 | 0.47% of 220,000 active | 3617.4 mouse cells, GR-EGFP nuclear translocation imaging; test concentration mostly 20 µM; stimulated with dexamethasone, 1 µM; stronger effect = lower value | z-score, hits read low;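 active = plate z-score of nuclear minus cytoplasmic receptor signal below a set negative limit, without overly bright fluorescence or cell loss, cut at about -3.5 in these data, passing the limit was not always enough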;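 also: z-score of nuclear minus cytoplasmic ring GR-EGFP intensity difference per well; some compounds called inactive have numbers as strong as hits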
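Buffer or medium: tetracycline-free induction medium containing charcoal-stripped FBS / Reagent: dexamethasone agonist, 1.0 µM final, for 30 min / Technique: automated 10x imaging of fixed Hoechst-stained cells / Times: induction 48 h, compound 1 h, agonist 30 min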
P. falciparum M17LAP – P. falciparum M17LAP inhibitors, primary screen, biochemical, fluorogenic H-Leu-NHMec substrate, 1536-well (AID 1619); recombinant M17LAP, H-Leu-NHMec fluorogenic kinetic assay; higher % means a stronger effect; one-dose inhibition, % at 30 µM; IC50 in µM for titrated hits; 0.38% of 220,000 active;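 active = compound inhibiting the enzyme by more than half at any dose during confirmatory dose-response retesting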;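 also: plate controls were full reaction with DMSO carrier for no effect and no enzyme background for full effect; strong numbers were not always called active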
K1F lysis inhibition – protection from phage-mediated lysis, alamar blue read-out – E. coli UTI89, K1F phage, bacterial capsule biogenesis inhibitors (AID 488966) | E. coli UTI89 K1F phage lysis, alamar blue, 2 h; higher % means a stronger effect | one-dose inhibition, % at 100 µM; IC50 in µM for titrated hits | 0.02% of 340,000 active;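 active = phage lysis inhibition, versus mean bacterial control, above a set limit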;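 also: capsule biogenesis inhibitors block K1F phage lysis so surviving cells raise fluorescence; higher fluorescence means more inhibition of phage lysis; actives were called in the ten point dose series up to 300 µM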
P. falciparum M1AAP – P. falciparum M1AAP inhibitors, biochemical, fluorogenic H-Leu-NHMec substrate, 1536-well (AID 1445) | inhibition, % at 30 µM; hits with a dose series show IC50 in µM | 0.42% of 220,000 active | recombinant M1AAP, H-Leu-NHMec fluorogenic kinetic assay; higher % means a stronger effect;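 active = primary inhibition above the hit cutoff, then over 50% inhibition at one or more dose response concentrations, cut at about 23% in these data, passing the limit was not always enough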;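 also: plate controls were DMSO full reaction for no effect and no enzyme background for full effect; strong numbers were not always called active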
CSM14.1 death rescue – rescue of cells from ER stress-induced death, primary screen, 384-well, CSM14.1, thapsigargin, ATP luminescence (AID 1222) | CSM14.1 thapsigargin-induced death rescue, ATP luminescence; higher % means a stronger effect | cellular ATP content (survival), % at 20 µM; hits with a dose series show EC50 in µM | 190,000 tested, under 10 active;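 active = EC50 below 50 µM in the dose-response confirmation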;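 also: death triggered by thapsigargin at about 15 µM added after 2 h compound pretreatment; cell ATP read after overnight thapsigargin exposure of roughly 18 to 22 hours; normalized against plate controls of thapsigargin alone and 5% DMSO vehicle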
Ins promoter up – MIN6 insulin promoter up-regulation; 0.3% of 190,000 active; MIN6 insulin promoter-GFP reporter, high-content imaging; stronger effect = higher value; z-score at 5 µM; AID 1625;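 active = z-score above 3 at 5 µM with at least 500 cells counted in the well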
Dynein cargo inh cytoplasmic EGFP – recorded beside Dynein cargo inh, whose call it bears; z-score; measured here: cytoplasmic GR-EGFP intensity; stronger effect = higher value
Dynein cargo inh nuclear GR-EGFP – also measured in Dynein cargo inh; calls as there; z-score; measured here: nuclear GR-EGFP intensity;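 lower value marks the stronger effect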
Dynein cargo inh cell count – also measured in Dynein cargo inh; calls as there; z-score; measured here: cell count per field
Ins promoter up cell count – further read-out of Ins promoter up, marked with its call; cell count; measured here: cytotoxicity, nuclei count;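 total cells summed across four imaged fields per well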
bCat nuc transl cell count 5 µM – also measured in bCat nuc transl; calls as there; cell count; measured here: cell count, cytotoxicity flag
MT stabilize HCS Hoechst-high % – recorded beside MT stabilize HCS, whose call it bears; % Hoechst-high responders; measured here: nuclear condensation Hoechst responders;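 share of cells brighter than vehicle mean plus two SD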
MT stabilize HCS cytotoxicity % – recorded beside MT stabilize HCS, whose call it bears; toxicity, %; measured here: cytotoxicity by cell density;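 0% = mean cell density of plate MIN control wells and 100% = no cells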
Autophagy mod cell loss 18 h – recorded beside Autophagy mod, whose call it bears; toxicity, %; measured here: cell loss, nuclei count;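 cell loss after 18 h compound exposure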
The depositor's hits bear a star; i = inactive; · = not tested or not shown; [ ] = remark or other dose. No enrichment for hits, and some 2.9% of all compounds hit somewhere here.

SMILES	MT stabilize HCS	MT stabilize HCS Hoechst-high %	MT stabilize HCS cytotoxicity %	Autophagy mod	Autophagy mod cell loss 18 h	bCat nuc transl	bCat nuc transl cell count 5 µM	Dynein cargo inh	Dynein cargo inh cytoplasmic EGFP	Dynein cargo inh nuclear GR-EGFP	Dynein cargo inh cell count	P. falciparum M17LAP	K1F lysis inhibition	P. falciparum M1AAP	CSM14.1 death rescue	Ins promoter up	Ins promoter up cell count
COc1ccc(/C(O)=C2/C(=O)C(=O)N(Cc3cccnc3)C2c2ccco2)cc1OC (stereo unspecified)	3.6	1.6	4.7	i	-33	·	·	0.2	-0.0042	0.0019	0.064	43%	0.0%	23%	1.7%	·	·
O=C(NC(=S)Nc1ccccc1N1CCCC1)c1cccc(F)c1	6.1	0.4	9.2	i	1	6.3	850	-0.68	0.76	-0.3	-0.029	-1%	0.0%	4%	1.6%	-0.39	1507
Cn1c(=O)[nH]c(=O)c2c1nc(Br)n2CCC(=O)c1ccccc1	2.1	2.6	15	i	-10	-6.7	887	0.21	-0.32	-0.044	-0.19	1%	1.9%	8%	2.7%	-0.59	1350
COC(=O)c1ccc(CNC(=O)c2c3c(nc4ccccc24)CCN(Cc2ccccc2)C3)cc1	1.9	2.3	9.6	i	4	-2.7	563	-0.65	0.1	-0.25	0.12	9%	5.1%	0%	-1.4%	0.17	1241
Cc1ccc2cc(CN(CC3CCCO3)C(=O)C(C)C)c(=O)[nH]c2c1 (stereo unspecified)	2.4	1.5	3.7	i	5	0.1	984	-0.51	0.03	-0.24	0.016	5%	0.6%	7%	-2.8%	·	·
O=C(C[n+]1cc(-c2ccc(F)cc2)n2c1CCC2)N1c2ccccc2Sc2ccccc21	3.1	2.6	8.8	i	2	-0.6	1042	-0.47	-0.31	-0.48	0.3	3%	-0.3%	0%	12%	-0.09	1216
CN(C)S(=O)(=O)N1CCN(CC(O)COc2ccc(C(=O)c3ccccc3)cc2)CC1 (stereo unspecified)	3.4	1.2	1.6	i	-8	1.1	1195	-0.09	-0.21	-0.71	-0.13	3%	0.4%	-1%	-0.8%	-0.87	1104
O=C(NCCc1c[nH]c2ccccc12)C1CCC(Cn2c(=S)[nH]c3ccccc3c2=O)CC1 (stereo unspecified)	3.0	1.0	3.8	i	0	·	·	-0.29	-0.25	-0.065	0.58	8%	-0.1%	2%	1.8%	-0.59	617
COc1cc(NC(=O)Cn2ccsc2=N)c(C)cc1[N+](=O)[O-]	3.2	1.9	15	i	-20	-1.5	1114	-1.2	0.38	-0.39	0.6	5%	-1.6%	14%	-2.6%	-0.69	1435
Cc1cc2cc(CNC(=S)Nc3ccc(OC(F)(F)F)cc3)ccc2n1C	12	3.0	12	i	2	-1.7	541	-0.71	-0.25	0.35	0.65	1%	-0.5%	2%	-4.6%	0.42	1319
Cc1csc(NC(=O)CSc2nc3ccccc3c3c2CCCC3)n1	1.9	2.1	12	i	5	-1.0	1097	-0.34	-0.22	-0.098	-0.021	1%	0.3%	3%	-0.6%	-0.05	1385
COC(=O)c1sccc1-n1cccc1C(=O)C(=O)Nc1ccc(F)cc1	2.7	1.3	3.4	i	41	1.3	1298	0.66	-0.23	0.47	-0.24	1%	1.0%	2%	-0.6%	-0.59	1390
CCCc1nc2oc3c(NCCCN(C)C)ncnc3c2c2c1CCCC2	·	·	·	·	·	0.2	1179	2.7	2.1	1.5	-5.5	15%	·	17%	·	-0.13	883
NC(=O)C1CCN(C(=O)CSc2nc3ccccc3s2)CC1	6.1	3.4	0.2	i	-4	-1.9	1236	0.19	-0.24	0.4	0.17	13%	i	13%	-1.7%	-0.42	859
CC1(C)CC(=O)c2cc(C(=O)NC3CCSC3=O)c(=O)n(-c3ccc(Cl)cc3)c2C1 (stereo unspecified)	3.0	4.4	5.7	i	13	-1.2	1039	-0.35	-0.27	-0.56	0.76	16%	0.5%	23%	9.7%	-0.1	1210
Cc1sc2nc(COC(=O)c3ccc(Cl)c(N)c3)[nH]c(=O)c2c1C	·	·	·	·	·	0.6	1312	0.22	-0.16	0.051	-0.086	4%	0.2%	1%	·	0.53	1211
COc1ccc(C(=O)CC(c2ccccc2)S(=O)(=O)c2ccc(C)cc2)cc1 (stereo unspecified)	0.6	4.0	6.9	i	2	-3.8	515	-0.69	0.081	-0.73	0.95	9%	·	5%	0.3%	-0.51	1266
O=[N+]([O-])c1cccnc1N1CCN(c2ccccc2F)CC1	4.2	2.5	6.0	i	18	-2.1	1088	-1.1	-0.22	-1.2	0.76	28%	0.1%	2%	·	-0.19	1411
FC(F)Oc1cccc(NC(=S)N2CCN(c3ccccn3)CC2)c1	2.7	1.7	7.8	i	-1	-3.0	1003	-0.28	-0.31	-0.3	0.39	-2%	0.0%	1%	-0.3%	0.48	1520
C#Cc1ccc(C(=O)NCc2ccc(N3CCCC3=O)cc2)cc1	3.2	2.1	8.9	i	6	3.4	950	-0.4	-0.32	-0.19	0.09	1%	0.0%	-1%	-0.4%	0.52	1473
N#C/C(=N\Nc1c(Cl)cccc1Cl)C(=O)NN	3.1	1.2	20	i	-4	7.0	812	-0.65	-0.031	-0.1	0.54	33%	-0.7%	19%	-2.3%	-0.67	877
O=C(Nc1ccccc1C(=O)N/N=C/c1ccco1)c1ccccc1	1.8	2.0	2.1	i	13	-0.8	629	3.7	-0.38	3.1	-0.88	14%	1.2%[50 µM]	11%	-9.5%	0.12	1329
Cc1ccsc1CNn1cnnc1SCc1ccccc1F	2.8	2.0	9.0	i	0	·	·	0.89	-0.18	-0.26	-0.64	16%	7.3%	-1%	·	0.56	1123
CC(C)(C)c1ccc(OCc2ccc(C(=O)N3CCOCC3)o2)cc1	1.8	1.6	5.4	i	3	0.9	948	0.067	-0.093	0.32	0.028	·	0.1%	·	0.1%	-0.46	1394
Cc1ccc(-n2c(O)c(C=NC3CCS(=O)(=O)C3)c3ccccc3c2=O)c(C)c1 (stereo unspecified)	·	·	·	·	·	-0.3	1093	-0.0059	-0.26	-0.063	-0.45	-1%	-1.6%	3%	·	0.07	1367
(continued)
SMILES	MT stabilize HCS	MT stabilize HCS Hoechst-high %	MT stabilize HCS cytotoxicity %	Autophagy mod	Autophagy mod cell loss 18 h	bCat nuc transl	bCat nuc transl cell count 5 µM	Dynein cargo inh	Dynein cargo inh cytoplasmic EGFP	Dynein cargo inh nuclear GR-EGFP	Dynein cargo inh cell count	P. falciparum M17LAP	K1F lysis inhibition	P. falciparum M1AAP	CSM14.1 death rescue	Ins promoter up	Ins promoter up cell count
Cc1cccn2c(=O)c(/C=C(\C#N)C(=O)NCc3ccco3)c(N3CCCCCC3)nc12	·	·	·	·	·	0.1	1344	0.94	-0.25	0.46	-0.71	7%	·	10%	·	·	·
Cc1cccc(C2=N/C(=C\c3cccs3)C(=O)O2)c1	3.5	1.9	2.7	i	-21	-0.2	983	-1.6	-0.14	-0.75	0.39	4%	-0.6%	1%	·	0.65	1193
O=C(CN1CCC(NC(=O)c2ccccc2Cl)CC1)NCc1ccco1	3.2	1.4	5.4	i	4	1.4	903	0.96	-0.072	0.52	-0.084	20%	0.2%	12%	-1.1%	-0.54	1574
COC(=O)[C@H](CCSC)NC(=O)Nc1ccc(C)c(C)c1	2.2	1.9	6.2	i	0	-2.5	702	-0.68	-0.14	-0.15	0.29	14%	2.2%	-2%	0.9%	0.71	1442
O=C(COc1ccc(Cl)cc1Cl)NCc1ccncc1	2.1	2.3	11	i	-7	-5.9	1011	-0.19	-0.23	-0.15	0.16	-4%	1.4%	-3%	2.6%	·	·
COC(=O)CCc1c(C)nc(N)[nH]c1=O	1.3	1.0	2.5	i	1	-1.3	1169	1.3	0.0089	0.88	-0.95	0%	1.8%	-1%	0.7%	0.85	921
O=C(Cc1c(C(=O)O)[nH]c2ccccc12)NCCN1CCN(c2cccc(Cl)c2)CC1	5.2	2.1	1.2	i	-8	·	·	3.2	0.0041	2.5	-1.7	32%	0.7%	5%	-0.8%	0.25	1368
CCN(CC)S(=O)(=O)c1ccc(N2CCOCC2)c(NC(=O)C23CC4CC(CC(Cl)(C4)C2)C3)c1	3.4	2.6	0.3	i	17	·	·	-0.91	-0.32	-0.58	0.57	-11%	-1.8%	3%	-0.5%	-0.61	1026
COCCn1c(C)cc(C(=O)COC(=O)c2ccc(NC(=O)CC#N)cc2)c1C	0.8	1.1	4.4	i	-4	-0.4	1180	-0.53	-0.12	0.0015	0.56	23%	0.1%	11%	-3.2%	-0.28	901
COc1ccc(OC)c2sc(NNC(=O)C3COc4ccccc4O3)nc12 (stereo unspecified)	4.0	2.7	4.0	i	10	-1.0	900	-0.52	-0.18	-0.33	0.59	19%	0.4%	4%	-0.9%	-0.51	1650
O=C(Nc1cccc(C(F)(F)F)c1)/C(=C\c1ccco1)NC(=O)c1cccs1	3.6	2.1	6.4	i	0	-3.9	1080	-0.21	-0.31	-0.44	0.39	4%	0.6%	13%	0.1%	0.22	1581
CC(=O)c1cccc(N(CC(=O)N2CCOCC2)S(C)(=O)=O)c1	4.8	2.4	5.8	i	-8	-0.7	943	0.025	-0.27	0.00061	1.1	-3%	0.2%	10%	1.1%	0.42	1296
O=C(NCc1cccs1)C1CCN(S(=O)(=O)c2cccc3cccnc23)CC1	6.3	2.2	8.3	i	10	1.4	1046	-1.2	-0.23	-0.73	0.51	9%	-5.8%	46%*	3.1%	-0.04	968
